Assay outcomes: PubChem, National Center for Advancing Translational Sciences (NCATS)
S2 tox = reduces viability in counter-screen for ATXN expression inhibitors. S2 cells (HEK-293 line with an ATXN2-luciferase reporter) viability, CellTiter-Fluor protease fluorescence, 24 h. AID 651635. hit rate 0.49% among 400,000. Potency, µM (series often up to 56.7 µM), hits mostly cytotoxic; further: nearly all actives have a fitted effect of over 40% in size
MCF10A rereplic = DNA re-replication induction in MCF 10a cells. MCF 10A DNA re-replication, Hoechst nuclear intensity, 48 h. Potency, µM (top dose mostly 46.1 µM), without a hit: at the highest dose activity, positive = re-replication, most hits filed as activators. hit rate 2.9% among 350,000; further: % of control where 0% means no effect; nearly all actives have a fitted effect of over 50% in size
HepG2 viability = kills HepG2 cells in TGF-b inhibitor counter-screen; HepG2 CAGA-GFP viability, ATP luminescence, 18 h; Potency, µM (doses to about 46.1 µM), for the others: top-dose activity change, negative = cytotoxicity, actives largely listed as cytotoxic; hit rate 0.76% among 410,000; AID 588856; further: some results filed as inactive show a strong effect at the top dose
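HepG2 CAGA-GFP cells (1000/well, DMEM with 1% FBS) received compound, then TGF-beta at 500 pg/mL final, and were incubated 18 hours at 37 degrees C. Viability was read by CellTiter-Glo luminescence. Media-only wells were set as complete cell-killing and DMSO as no toxicity.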
Nrf2 inh = inhibitors of Nrf2 signaling. Potency, µM (series often up to 46 µM), for inactives: top-dose activity change, negative = inhibition, hits mostly inhibitors. hit rate 2.1% among 360,000. AID 504444. A549 ARE-Fluc reporter, luciferase luminescence, 18-24 h; further: on the % scale 0 is the no-effect control and ±100 the full control effect; nearly all actives have a fitted effect of over 60% in size
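In this cell-based qHTS, ARE-driven firefly luciferase in A549 cells reports Nrf2 activity; the luminescent signal after BugLite lysis is the measured value, with a prior CellTiter-Fluor read for cell health.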
A549 viability = counter-screen for Nrf2 inhibitors: cytotoxicity in A549 cells | AID 504648 | hit rate 0.16% among 390,000 | Potency, µM (highest dose often 46 µM), inactives show top-dose activity change, negative = cytotoxicity, hits mostly inhibitors | A549 ARE-Fluc cells, CellTiter-Fluor viability, 18-24 h; further: on the % scale 0 is the no-effect control and ±100 the full control effect
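A549 ARE_Fluc cells in 5% FBS OPTI-MEM were exposed to compounds in concentration-response for 18-24 h at 37 deg C. Viability was read by CellTiter-Fluor fluorescence (Ex 405/Em 525) after 30 min, before the luciferase read.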
Nrf2 ARE act = activators of Nrf2 (ARE) signaling; AREc32 ARE-luciferase reporter (MCF7-derived line), luminescence, 24 h; Potency, µM (doses to about 46.1 µM), for the others: top-dose activation, usual class: activators; hit rate 0.31% among 410,000; AID 624171; further: % of control where 0% means no effect; nearly all actives have a fitted effect of over 65% in size
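Nrf2 activation is followed as ARE-luciferase induction in the AREc32 line after one day of compound treatment; luminescence is read with Steady-Glo.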
EPAC2 antagonist = blocks human EPAC2 exchange factor; hit rate 0.18% among 360,000; Potency, µM (top dose mostly 114 µM), inactives show at the top dose activity, negative = inhibition, most hits filed as inhibitors; EPAC2 GEF exchange of Rap1B-BODIPY-GDP, fluorescence; further: on the % scale 0 is the no-effect control and ±100 the full control effect; nearly all actives have a fitted effect of over 45% in size; many of its hits are not listed in these tables
Target sequence (Q8WZA2 whole entry, looked up): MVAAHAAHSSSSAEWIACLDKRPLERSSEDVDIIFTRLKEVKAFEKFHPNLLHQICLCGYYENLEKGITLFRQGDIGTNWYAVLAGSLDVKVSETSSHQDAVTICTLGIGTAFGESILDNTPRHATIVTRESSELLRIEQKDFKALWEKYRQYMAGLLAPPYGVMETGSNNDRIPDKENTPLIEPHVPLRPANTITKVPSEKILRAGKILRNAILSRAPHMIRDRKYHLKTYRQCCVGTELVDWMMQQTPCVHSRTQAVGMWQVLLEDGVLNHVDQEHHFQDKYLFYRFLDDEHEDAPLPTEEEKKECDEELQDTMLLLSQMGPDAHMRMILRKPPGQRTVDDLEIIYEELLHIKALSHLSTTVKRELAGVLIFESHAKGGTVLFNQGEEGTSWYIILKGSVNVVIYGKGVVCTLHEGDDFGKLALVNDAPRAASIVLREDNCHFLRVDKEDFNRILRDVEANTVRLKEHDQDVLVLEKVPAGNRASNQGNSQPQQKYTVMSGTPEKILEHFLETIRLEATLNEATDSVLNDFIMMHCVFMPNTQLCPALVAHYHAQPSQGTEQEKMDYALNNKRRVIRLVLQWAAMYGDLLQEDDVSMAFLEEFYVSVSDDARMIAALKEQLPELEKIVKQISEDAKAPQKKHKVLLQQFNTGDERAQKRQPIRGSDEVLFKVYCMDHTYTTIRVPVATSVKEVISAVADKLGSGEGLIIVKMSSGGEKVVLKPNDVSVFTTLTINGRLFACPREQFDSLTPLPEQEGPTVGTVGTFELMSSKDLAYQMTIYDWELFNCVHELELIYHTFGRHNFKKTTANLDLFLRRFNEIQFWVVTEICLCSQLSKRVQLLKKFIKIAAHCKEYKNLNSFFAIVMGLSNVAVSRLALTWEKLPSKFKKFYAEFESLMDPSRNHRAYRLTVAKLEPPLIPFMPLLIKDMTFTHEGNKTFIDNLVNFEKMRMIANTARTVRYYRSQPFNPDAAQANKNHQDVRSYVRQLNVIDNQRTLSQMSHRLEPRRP
TGFb SMAD3 inh = TGF-b pathway inhibition. HepG2 CAGA-GFP TGF-b/SMAD3 reporter, GFP fluorescence, 18 h; TGF-beta stimulated, 500 pg/mL final. Potency, µM (doses to about 46.1 µM), without a hit: at the highest dose activity, negative = inhibition, actives largely listed as inhibitors. hit rate 1.2% among 410,000. AID 588855; further: on the % scale 0 is the no-effect control and ±100 the full control effect; nearly all actives have a fitted effect of over 65% in size
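HEPG2 CAGA-GFP, 1000 cells/well; 2 h settle, 37 C; cpd via pin tool; TGF-b 500 pg/mL final; 18 h, 37 C; GFP imaging ex488/em500-530; %Activity normalised to -TGF-b and +DMSO controls; CRC fit, curve class.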
ATXN2 expr inh = ATXN2 expression inhibition; AID 1745845; Potency, µM (highest dose often 57 µM), without a hit: at the highest dose activity change, negative = inhibition, most hits filed as inhibitors; HEK-293 ATXN2-luciferase reporter, luminescence, 24 h; hit rate 0.72% among 360,000; further: on the % scale 0 is the no-effect control and ±100 the full control effect; nearly all actives have a fitted effect of over 55% in size
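qHTS (up to 57 uM final) was run with 24 h compound exposure of reporter cells at 37 °C. Each well was multiplexed: SteadyGlo luminescence measured ATXN2-luciferase expression after a fluorogenic Gly-Phe-AFC viability readout (25 uM final).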
* = called active by the depositor; i = inactive; ? = inconclusive; · = no result given; & = joins results of further samples; [ ] = another dose, or the depositor's remark. The call rests on the fitted dose curve; in most records, active means well fitted curve in the direction sought with a large enough effect; inconclusive means small, poorly fitted or top-dose-only effect, or another doubt; inactive means no such curve, though single readings can be large; an effect the other way counts as inactive or inconclusive. Potency means the concentration at half of the fitted maximal effect.

SMILES	S2 tox	MCF10A rereplic	HepG2 viability	Nrf2 inh	A549 viability	Nrf2 ARE act	EPAC2 antagonist	TGFb SMAD3 inh	ATXN2 expr inh
Cc1nn(CC(=O)NCCc2ccc(Cl)cc2)c(=O)c2cccn12	i	21%	1%	5%	-5%	0.5%	-1%	1%	13%
COc1ccc(CNC(=O)CN(Cc2ccccc2)C(=O)CCC(=O)Nc2ccccn2)cc1	i	1%	5%	-6%	-10%	0.3%	6%	-1%	12%
COc1cc(NC(=O)Cn2ccsc2=N)cc(OC)c1	i	-1%	-1%	8%	-6%	-0.7%	7%	-16%	-3%
CC(C(=O)Nc1nccs1)N1C(=O)c2ccccc2S1(=O)=O (configuration not stated)	i	-2%	0%	?	12%	0.3%	15%	0%	17%
OCC(O)C1OC(c2ccco2)OC(CO)C1O (configuration not stated)	i	-11%	3%	-1%	-1%	-0.7%	-1%	1%	-10%
O=C(c1nc2ccccn2c1CN1CCCC(OCc2ccccc2)C1)N1CCCC1 (configuration not stated)	i	6%	0%	-21%	-11%	4.7%	5%	13%	-3%
O=C1COc2ccc(C(=O)COC(=O)c3ccco3)cc2N1	i	-3%	-12%	9%	1%	0.0%	2%	8%	4%
COc1ccc(CCN2CC(C(=O)NCCc3ccc(C(F)(F)F)cc3)CCC2=O)cc1 (configuration not stated)	i	-1%	-1%	2%	8%	0.5%	9%	-8%	-14%
C[C@H](CO)N1C[C@H](C)[C@@H](CN(C)C(=O)Nc2ccc3c(c2)OCO3)Oc2ccc(NC(=O)C3CCCCC3)cc2C1=O	i	-8%	-7%	2%	3%	0.3%	-5%	?	1%
Cc1ccc(Sc2ccc(C(=O)NC(C)C)cc2[N+](=O)[O-])cc1	i	17%	10%	·	8%	3.0%	2%	16%	-16%
C=CCNc1nc2c(c(=O)[nH]c(=O)n2C)n1CCCCC	i	-4%	5%	-4%	-3%	2.1%	7%	4%	14%
OC(CNCc1cccs1)c1ccccc1 (configuration not stated)	i	-18%	9%	3%	0%	0.2%	-1%	-17%	7%
O=C1CN(C(=O)COc2ccccc2Cl)c2ccccc2N1	?	-4%	1%	-11%	-4%	-0.2%	2%	-8%	1%
O=C(c1ccc2c(=O)n(Cc3ccc(Cl)cc3)c(=S)[nH]c2c1)N1CCCC1	i	?	2%	?	5%	-1.4%	3%	5%	9%
COc1ccc(/C=N/OCC(=O)NC(c2ccccc2)c2ccccc2)cc1OC	i	21%	-21%	5.8µM*	0%	5.3%	1%	?	-21%
O=C1CS/C(=N\c2ccccn2)N1C1CCCCC1	i	-2%	0%	26%	1%	1.0%	12%	22%	-7%
CCN(CC)c1ccc(NC(=O)CN2CCN(c3nc(C)cc(C)n3)CC2)cc1	i	7%	-5%	-13%	-3%	0.4%	-9%	23%	-3%
Fc1ccc(/C=N/Nc2nnnn2-c2ccccc2)cc1	i	30%	-7%	6%	9%	3.7%	4%	-12%	-26%
O=C(c1cccc(C(F)(F)F)c1)C1CCCN(C(=O)CN2CCOC2=O)C1 (configuration not stated)	i	1%	-1%	12%	-5%	-0.3%	0%	-4%	21%
O=S(=O)(Nc1ccc(Br)cc1)N1CCOCC1	i	8%	5%	-22%	0%	0.0%	4%	7%	-13%
O=C(CN(Cc1ccco1)C(=O)CNS(=O)(=O)c1ccc(F)cc1)NCc1ccccc1	i	-3%	-4%	?	2%	0.0%	0%	6%	2%
O=C(NCc1cccnc1)C1C2C=CC(C2)C1C(=O)Nc1cccc(C(F)(F)F)c1 (configuration not stated)	i	·	-33%	·	·	-0.4%	1%	-8%	·
O=C(Nc1nc(-c2ccc(F)c(F)c2)cs1)c1cc([N+](=O)[O-])ccc1N1CCOCC1	i	-7%	7%	19%	8%	2.4%	0%	3%	-5%
COC(=O)c1c(N)nc(C)n1-c1ccc(OC)cc1	i	-3%	-36%	-3%	4%	0.1%	-1%	-17%	-2%
CCOc1ccc(NC(=O)CN(C)C(=O)CC2CCCCC2)cc1OCC	i	3%	7%	9%	-3%	-1.3%	0%	6%	2%
C/C(=C\c1ccccc1)C(=O)Nc1nc2ccc([N+](=O)[O-])cc2s1	i	3%	8%	7%	-2%	1.8%	3%	-3%	31%[activator]
O=C(C[C@H]1C/C=C\C[C@@H](Cc2ccc(F)cc2)C(=O)O[C@H](c2ccccc2)CNC1=O)N[C@@H](CO)Cc1ccccc1	i	-23%	0%	-4%	-3%	-1.7%	-9%	-5%	11%
NCCNC(=O)Cc1cccc(NC(=O)Cc2ccc(Nc3ncnc4c3ncn4[C@@H]3O[C@H](CO)[C@@H](O)[C@H]3O)cc2)c1	i	-1%	-14%	-10%	-4%	-0.6%	0%	3%	13%
Cc1ccccc1NC(=O)CSCCO	?	2%	1%	-11%	·	-0.3%	1%	-5%	6%
NCc1cccc(CNc2ccc([N+](=O)[O-])cc2C(N)=O)c1	?	16%	-26%	19%	4%	0.0%	0%	-22%	?
CCOC(=O)C1CCN(C2CCN(C(=O)c3oc4c(C)c(C)ccc4c3C)CC2)CC1	i	?	-29%	?	1%	0.6%	16%	?	18%
Cc1ccc(NC(=O)C[n+]2cc(-c3ccc(C)cc3)n3c2CCC3)cc1	i	0%	-23%	7%	-2%	2.5%	-5%	-1%	-9%
Cn1c(=O)oc2cc(S(=O)(=O)N3CCN(c4ccc(F)cc4)CC3)ccc21	i	13%	-3%	-8%	4%	1.2%	6%	3%	2%
CCCCCCSc1nnc2[nH]c(=O)cc(N)n12	i	-9%	3%	7%	8%	1.5%	15%	0%	2%
CCOc1ccccc1NC(=O)CSc1ncc2c(n1)-c1ccccc1N(CC)S2(=O)=O	i	·	-28%	25%	16%	11%	·	-13%	-7%
Cc1ccc(/C=N/n2c(COc3ccccc3)n[nH]c2=S)s1	·	6%	-28%	-6%	-15%	4.5%	-3%	-14%	·
COc1ccc(OCc2nc(C#N)c(N3CCN(c4ccc(OC)cc4)CC3)o2)cc1	i	-2%	-10%	-30%	-1%	-0.6%	4%	-3%	6%
COc1ccccc1Cn1c(CNS(=O)(=O)c2ccc(C(C)C)cc2)nc2cccnc21	·	·	-13%	·	-3%	3.2%	·	?	·
CCN(CC)C(=O)c1ccccc1NC(=O)c1ccccc1C	i	7%	4%	3%	1%	4.7%	-6%	11%	-24%[11.3 µM]
O=C(CC(Nc1ccc(Cl)cc1)C(=O)O)c1ccccc1 (configuration not stated)	i	5%	-13%	?	-13%	?	-3%	-3%	126%[activator]
Cc1cc(=O)oc2cc(NC(=O)CC3(CC(=O)O)CCCC3)ccc12	i	-30%	19%	5%	3%	2.9%	-1%	10%	3%
CCCCOC(=O)c1ccc(NC(=O)c2ccc(F)cc2F)cc1	i	3%	36%	-2%	1%	2.0%	5%	24%	9%
COc1ccc(NC(=O)C2CCCN(S(=O)(=O)c3cccc4nonc34)C2)c(OC)c1 (configuration not stated)	?	3%&-31%	-2%	-16%	-11%	-0.3%	1%	?	1%
CCOc1ccc(OCC)c(S(=O)(=O)NCc2cccnc2)c1	i	-5%	20%	?	2%	2.4%	0%	14%	28%
COCCNC(=O)Cn1c(=O)n(CCCCCC(=O)NCc2ccccc2Cl)c(=O)c2sccc21	·	·	6%	12%	-2%	6.3%	·	?	·
Cc1nc(-c2ccc(S(=O)(=O)N3CCN(c4cccc(C)c4C)CC3)cc2)co1	i	11%	-14%	?	2%	0.1%	3%	?	-6%
CC(=O)Nc1ccc(S(=O)(=O)Nc2cccc(C(=O)Nc3ccccc3C(=O)O)c2)cc1	i	-3%	-1%	0%	0%	0.2%	-16%	6%	-25%
O=C(c1nsnc1-c1ccccc1O)N1CCCCC1	i	-7%	-49%	9%	11%	-0.8%	1%	-2%	-8%
COCCCNC(=S)NCCNc1nc2cc(C)c(C)cc2cc1C#N	i	?	-4%	-4%	2%	2.5%	3%	?	-7%
CCOC(=O)C1=NN(C(=O)c2ccc(OC)cc2)C(O)(c2ccc(Cl)cc2)C1 (configuration not stated)	·	?	-7%	10%	0%	5.2%	-19%	?	-24%

(listing goes on)
SMILES	S2 tox	MCF10A rereplic	HepG2 viability	Nrf2 inh	A549 viability	Nrf2 ARE act	EPAC2 antagonist	TGFb SMAD3 inh	ATXN2 expr inh
Cc1c(CC(=O)N2CCCCC2)c(=O)oc2c(C)c(O)ccc12	i	·	2%	9%	0%	0.6%	·	12%	-6%
N#C/C(=C\c1ccc(OCC(N)=O)cc1)S(=O)(=O)c1ccccc1	i	4%	-4%	8%	3%	0.0%	-2%	6%	-6%
O=C1NC[C@H](CCCCN2CCN(CCC3CCCCC3)C(=O)C2=O)N(CCC2CCCCC2)C1=O	i	·	·	·	·	-0.5%	8%	·	10%
Cc1cc(C)c(S(C)(=O)=O)c(N(C)N)n1	i	-5%	-5%	0%	5%	-0.1%[9.22 µM]	11%	1%	-5%
Cc1ccc(-c2cn3nc(N4CCCC(C(=O)NCc5ccccc5F)C4)sc3n2)cc1 (configuration not stated)	·	·	-27%	?	-14%	1.0%	·	0%	·
CCOc1ccc(CNC(=O)Nc2ccc3c(c2)N(C)C(=O)c2ccccc2S3)cc1	·	·	-5%	?	4%	-0.8%	·	?	·
COc1ccc(C(=O)Nc2c(-c3cccs3)c(=O)c3ccccc3n2C)cc1	?	17%	-17%	?	-12%	0.0%	-5%	1%	-16%
O=C(/C=C/c1ccccc1Cl)N(Cc1ccc(Cl)cc1)C1CCS(=O)(=O)C1 (configuration not stated)	?	9%	7%	?	-11%	1.0%	-5%	-36%	-14%

Quoted at random: 4 entries already listed, in no set order.
SMILES	S2 tox	MCF10A rereplic	HepG2 viability	Nrf2 inh	A549 viability	Nrf2 ARE act	EPAC2 antagonist	TGFb SMAD3 inh	ATXN2 expr inh
COc1ccc(C(=O)Nc2c(-c3cccs3)c(=O)c3ccccc3n2C)cc1	?	17%	-17%	?	-12%	0.0%	-5%	1%	-16%
CCOc1ccc(CNC(=O)Nc2ccc3c(c2)N(C)C(=O)c2ccccc2S3)cc1	·	·	-5%	?	4%	-0.8%	·	?	·
O=C1NC[C@H](CCCCN2CCN(CCC3CCCCC3)C(=O)C2=O)N(CCC2CCCCC2)C1=O	i	·	·	·	·	-0.5%	8%	·	10%
Cc1cc(C)c(S(C)(=O)=O)c(N(C)N)n1	i	-5%	-5%	0%	5%	-0.1%[9.22 µM]	11%	1%	-5%

Some of the compounds tested; rates above refer to the full screens.
